Tb hexokinase – Trypanosoma brucei hexokinase 1 inhibitors, primary screen, biochemical, G6PDH-coupled NADH absorbance, MLSCN library; recombinant TbHK1, G6PDH-coupled NADH A340; 220,000 compounds, 0.11% hits; AID 1430, 2008; inhibition, % at 10 µM;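 active means inhibition of 50% or more in the single-dose primary screen; inactive means inhibition below 50%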
TNF death inh – inhibitors of TNF-alpha triggered necroptosis, primary screen, cell-based, Jurkat FADD-/-, single concentration | 220,000 compounds, 0.068% hits | Jurkat FADD-/- TNF necroptosis rescue, ATP luminescence, 24 h; 0 = TNF only, 100 = no-TNF cells | activation (protection from cell death), % at 10 µM;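 active means activation, meaning protection from cell death, of at least 50% relative to plate controls; inactive means activation below 50%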;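 further: necroptosis triggered by 40 ng/mL TNF-alpha added together with compound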
Wee1 stabilizer – Wee1 degradation inhibitors, primary screen, cell-based, HeLa, Wee1K328M-luciferase, luminescence | Wee1-like protein kinase (Homo sapiens), P30291 | HeLa Luc-Wee1K328M stability; 100% = proteasome inhibitor MG132 effect | reporter increase, % at 5 µM | 220,000 compounds, 1.2% hits;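 active means activation above the mean of all tested compounds plus 3 SD, set per screening run, cut at about 8.8% in these data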;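 further: cells exposed to compound for 20 h before luminescence read; 0% = DMSO alone and 100% = MG132 at 30 µM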
Target sequence (P30291 whole entry K328M): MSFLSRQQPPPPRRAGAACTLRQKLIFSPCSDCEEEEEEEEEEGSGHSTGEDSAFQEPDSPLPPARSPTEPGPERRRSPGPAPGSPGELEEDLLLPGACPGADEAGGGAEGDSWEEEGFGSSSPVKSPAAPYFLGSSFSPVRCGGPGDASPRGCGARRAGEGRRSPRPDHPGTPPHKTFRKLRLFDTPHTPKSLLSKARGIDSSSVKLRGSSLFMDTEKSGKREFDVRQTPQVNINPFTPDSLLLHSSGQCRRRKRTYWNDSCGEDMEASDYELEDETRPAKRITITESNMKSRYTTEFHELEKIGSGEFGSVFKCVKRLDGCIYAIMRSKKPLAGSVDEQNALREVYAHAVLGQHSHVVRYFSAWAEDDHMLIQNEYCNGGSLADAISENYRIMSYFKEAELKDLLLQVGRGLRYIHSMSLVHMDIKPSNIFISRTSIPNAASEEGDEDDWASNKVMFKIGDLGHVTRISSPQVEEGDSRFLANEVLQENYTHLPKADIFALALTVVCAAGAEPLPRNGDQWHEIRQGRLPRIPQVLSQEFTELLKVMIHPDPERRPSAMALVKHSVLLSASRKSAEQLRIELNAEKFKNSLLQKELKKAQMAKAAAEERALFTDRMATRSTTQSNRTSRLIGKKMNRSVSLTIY
FXIa inh 1536 – human FXIa protease inhibitors, primary screen, biochemical, 1536-well | purified FXIa, Boc-Glu-Ala-Arg-AMC fluorogenic substrate | AID 798, 2007 | inhibition, % at 5 µM | 220,000 compounds, 0.14% hits | Coagulation factor XI (Homo sapiens), P03951;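 active means inhibition of at least 40%; inactive means inhibition below 40%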;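 further: fluorescence of freed AMC excited at 355 nm; 0% = enzyme without compound and 100% = no enzyme blank; many of its hits are not listed in these tables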
FXIIa inh 1536 – human FXIIa protease inhibitors, primary screen, biochemical, 1536-well; Coagulation factor XII (Homo sapiens), P00748; purified FXIIa, Boc-QGR-AMC fluorogenic substrate, 2 h; inhibition, % at 5 µM; 220,000 compounds, 0.3% hits; AID 800, 2007; in the data active means inhibition above about 40%;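 further: 0% = enzyme with no compound and 100% = blank without enzyme; many of its hits are not listed in these tables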
CHOP inh – inhibitors of CHOP promoter induction, primary screen, cell-based, unfolded protein response, luciferase reporter; CHO-K1 CHOP-promoter luciferase, tunicamycin-induced, 15-18 h; inhibition, % at 10 µM; 220,000 compounds, 3.8% hits; AID 2732, 2010;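 active means compounds that reduced the stress-induced luciferase reporter signal by more than about 70% of percent inhibition, limit read from the data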;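 further: 0% = tunicamycin plus vehicle and 100% = wells without tunicamycin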
EP2 antag – human EP2 receptor antagonists, primary screen, TR-FRET cAMP, C6 glioma cells | 260,000 compounds, 0.52% hits | inhibition, % at 25 µM | AID 1422, 2008 | Prostaglandin E2 receptor EP2 subtype (Homo sapiens), P43116 | C6 glioma cells expressing human EP2; cells stimulated with saturating PGE2;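 active means percent inhibition above 40 after rounding to a whole number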;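 further: rat C6 glioma host cells with rolipram phosphodiesterase inhibitor present; the protocol text gives 20 µM as final concentration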
Target sequence (P43116 whole entry, looked up): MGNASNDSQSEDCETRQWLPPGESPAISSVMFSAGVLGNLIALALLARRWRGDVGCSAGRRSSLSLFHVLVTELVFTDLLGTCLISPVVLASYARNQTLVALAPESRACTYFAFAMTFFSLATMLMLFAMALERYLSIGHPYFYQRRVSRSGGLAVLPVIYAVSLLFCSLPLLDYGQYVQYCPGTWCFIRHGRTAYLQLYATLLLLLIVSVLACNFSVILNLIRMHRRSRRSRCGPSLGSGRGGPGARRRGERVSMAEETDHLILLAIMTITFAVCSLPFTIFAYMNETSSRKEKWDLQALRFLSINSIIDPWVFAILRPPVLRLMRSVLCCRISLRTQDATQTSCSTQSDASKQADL
PPC-1+TRAIL kill – compounds killing PPC-1 cancer cells with TRAIL present, primary screen, TRAIL potentiator project, ATPLite luminescence, uHTS; PPC-1 cells + TRAIL, ATPLite viability luminescence; cell killing (% activity), % at 4 µM; 220,000 compounds, 0.41% hits; AID 1443, 2008;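 active means cell killing above 50% in the first pass at 4 µM, then a duplicate retest at 5 µM averaging 50% or more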;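 further: plate controls were cells with TRAIL plus DMSO for no effect and medium-only wells lacking cells for full effect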
zVAD death inh – inhibitors of zVAD-triggered necroptosis, primary screen, L929 cells; L929 zVAD necroptosis rescue, ATP luminescence, 24 h; with zVAD 60 µM; viability rescue, % at 10 µM; 220,000 compounds, 0.38% hits; AID 1377, 2008;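 active means activation, scaled between plate controls, above about 75%, limit read from the data; inactive means activation under that limit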;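 further: 0% = zVAD with DMSO and 100% = DMSO alone without zVAD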
The depositor's hits bear a star; x = not tested or not shown; & = joins results of further samples.

SMILES | Tb hexokinase | TNF death inh | Wee1 stabilizer | FXIa inh 1536 | FXIIa inh 1536 | CHOP inh | EP2 antag | PPC-1+TRAIL kill | zVAD death inh
OCCN1CCN(c2ncnc3sc(-c4ccccc4)cc23)CC1 | -30 | 0.6 | -3 | -2 | 3 | 4 | 9 | 27 | 65
CCn1c(Cc2ccccc2)nnc1SCc1ccc([N+](=O)[O-])cc1 | 10 | 4.4 | 9 | 20 | 21 | -10 | 7 | 3 | -0.4
CCOC(=O)C(C)Sc1cc(CS(=O)(=O)c2ccccc2)nc(-c2ccccc2)n1 (stereo unspecified) | 6 | -2.1 | -1 | 0 | 1 | 39 | 11 | 25 | -0.2
COc1ccc(S(=O)(=O)N2CCN(C)CC2)c2ccccc12 | 7 | 1.3 | -2 | 0 | 10 | 9 | 9 | 18 | 2.3
COc1ccccc1CNC(=O)C(=O)NCC1OCCN1S(=O)(=O)c1cccs1 (stereo unspecified) | -3 | 2.7 | 2 | 1 | 5 | -2 | 7 | 21 | 0.9
COCCCNCCOc1ccccc1-c1ccccc1 | 8 | 1.1 | 4 | -9 | 0 | 18 | 9 | 24 | -0.4
Cc1cc(=O)n2[nH]c(CCC(=O)O)nc2n1 | 6 | 0.8 | -2 | -7 | 2 | -8 | 4 | -9 | 0.1
COC(=O)c1cc(Br)c(=O)n(CCc2ccc(O)cc2)c1 | -4 | -1.2 | 3 | 3 | 15 | -5 | 8 | -5 | -0.1
Cc1cc(C)nc(NC(=O)c2cc3ccccc3o2)n1 | 3 | -2.5 | -2 | -2 | 3 | 26 | 11 | 0 | 0.9
Cc1cc2oc(C(=O)NCc3ccc4c(c3)OCO4)c(C)c2cc1C | -1 | -0.9 | 0 | 8 | 5 | -17 | 13 | 8 | -0.4
C=C(C)C1CC=C(C)/C(=N/Nc2ccccc2[N+](=O)[O-])C1 (stereo unspecified) | 4 | 4.8 | 1 | 9 | 9 | 35 | 4 | 14 | 0.9
COc1ccc(C(=O)C2CCCN(Cc3cccn3-c3cccnc3)C2)cc1OC (stereo unspecified) | -1 | 0.8 | 3 | -3 | 10 | -13 | 1 | 23 | -0.2
CNc1cc(C(F)(F)F)nc(-c2ccccn2)n1 | 3 | -1.0 | -2 | 2 | 11 | -36 | 3 | -25 | 0.1
CN(C)c1ccc(C(CNS(=O)(=O)c2ccc3ccccc3c2)c2c[nH]c3ccccc23)cc1 (stereo unspecified) | -7 | 1.7 | -1 | 4 | 7 | 76* | 3 | 18 | 1.1
Cc1ccc(C(=O)c2cc([N+](=O)[O-])ccc2N2CCCCC2)c(C)c1 | 2 | -6.2 | 1 | 9 | 9 | -33 | 6 | 17 | -0.9
CN(C)C(=S)Nc1ccc([N+](=O)[O-])cc1 | -14 | 0.6 | 1 | 6 | 16 | -19 | 7 | -8 | -0.1
CN1CCN(CP(=O)(N2CCOCC2)N2CCOCC2)CC1 | -1 | -1.7 | -4 | -3 | -8 | 36 | 7 | 11 | 0.1
COc1cccc(-c2nc3n(n2)C(c2ccccc2Cl)C(C(N)=O)=C(C)N3)c1 (stereo unspecified) | -1 | 0.2 | 0 | -5 | 7 | 20 | 4 | x | 0.3
CCOC(=O)c1sc(NC(=O)c2cc3n(n2)C(C(F)(F)F)CC(c2cccs2)N3)c(C(=O)OCC)c1C (stereo unspecified) | -30 | -3.3 | -1 | 3 | 13 | -57 | 9 | -10 | 3.0
CCc1ccccc1NC(=O)Cn1nnc(-c2cccs2)n1 | 1 | 0.3 | 1 | -10 | 9 | 38 | 5&8 | 24 | -0.3
CCn1c(N2CCN(C(=S)NCC(C)C)CC2)nc2ccccc21 | -6 | -4.0 | 5 | -2 | 17 | 25 | 18 | 4 | 0.9
Cc1nnc(SCC(=O)NNC(=O)C(C)C)[nH]c1=O | -2 | 1.1 | 1 | -8 | 8 | -1 | 7 | 4 | -0.3
Cn1c(=O)c(Nc2ccc(O)cc2)c2c3c(cccc31)C(=O)c1ccccc1-2 | 0 | -2.9 | -4 | 9 | 5 | 36 | 18 | 29 | 6.6
CC(C)CC(=O)NC(=S)Nc1cccc2nsnc12 | -1 | 1.5 | -2 | -3 | 2 | 38 | 24 | 14 | 2.5
Cc1ccc(/C=C/C(=O)NCc2ccncc2)cc1 | 1 | 1.1 | 0 | 4 | 7 | 7 | 4 | 20 | 1.3
Cc1ccc(-n2c(=O)c3c4c(sc3n(Cc3cc(=O)n5ccccc5n3)c2=O)CCC4)cc1C | 21 | -0.9 | -3 | -7 | -5 | 20 | 7 | 7 | 0.0
COCCN(CC(=O)NCC1CCCO1)C(=O)CCC(=O)Nc1cc(C)ccn1 (stereo unspecified) | 0 | 0.7 | 1 | -4 | 4 | 28 | 17 | 14 | 0.3
Cc1cc(S(=O)(=O)NC2CCN(Cc3ccccc3)CC2)c(C)cc1Cl | -11 | 3.8 | 1 | 0 | 20 | -8 | 4 | 12 | 0.3
O=C1N(O)C2(C=CCCC2)/C(=N\O)C12CCCCC2 (stereo unspecified) | -6 | 0.4 | -2 | 15 | 26 | -18 | 13 | -15 | 7.5
S=c1[nH]nc(-c2ccco2)n1/N=C/c1ccccn1 | -2 | -0.9 | 1 | 4 | 11 | -12 | 9 | 8 | -0.2
COC(=O)[C@@H]1C[C@@]2(O)[C@@H](O)[C@@H](O)[C@@H](O)C[C@H]2N1Cc1ccc(Cl)cc1 | -5 | 0.4 | x | -4 | 2 | -8 | 13 | 24 | 1.4
COC(=O)c1cc(NC(=O)CN2CCC(C(N)=O)(N3CCCCC3)CC2)cc(C(=O)OC)c1 | -3 | 0.3 | 2 | -3 | -9 | -14 | 5 | -3 | -0.1
O=C1SC(Cc2ccccc2)C(=O)N1c1ccccc1 (stereo unspecified) | -12 | 4.5 | 2 | 1 | 4 | 16 | 14 | 0 | 0.3
Cc1ccc(S(=O)(=O)N/N=C/c2cccc3c2OCCO3)cc1 | 23 | 3.1 | -1 | -8 | -1 | -8 | 7 | 14 | 1.3
COc1ccc(CN2C(=O)c3ccccc3C(/C=N\OCc3ccc(C)cc3)C2=O)cc1 (stereo unspecified) | 5 | -3.6 | -1 | -7 | -3 | 6 | 9 | -18 | 1.1
Clc1ccc(C(c2nnnn2C2CCCC2)N2CCN(Cc3ccncc3)CC2)cc1 (stereo unspecified) | -11 | 2.3 | 0 | 2 | 11 | 10 | 8&11 | 12 | 0.6
Fc1ccc(C2NCCn3cccc32)cc1 (stereo unspecified) | -7 | -0.2 | 1 | 9 | 19 | 10 | 8 | 22 | -0.2
O=C(CCCN1C(=O)c2ccccc2C1=O)NCCCn1ccnc1 | -1 | -0.2 | 2 | -2 | 5 | 9 | 13 | 19 | 2.0
Cc1nc(C)c(C(=O)Nc2nc3c(C)cccc3s2)o1 | -9 | -1.1 | -1 | -1 | 8 | 33 | 3 | -3 | 2.9
CCOC(=O)C(C(C)=O)C(c1ccc(OC)cc1)C(C(C)=O)C(=O)OCC (stereo unspecified) | -6 | -0.4 | 3 | 1 | 10 | -10 | 14 | 0 | -0.4
Cc1ccc(C)c(Cn2nnc3c(=O)[nH]c(C(=O)NCc4ccco4)nc32)c1 | 14 | -0.1 | -2 | -2 | -1 | -1 | 4 | 3 | 0.6
COc1ccc(C(C)=O)cc1CN1C(=O)NC2(CCCCC2)C1=O | -6 | 0.8 | -1 | -1 | -3 | 7 | 15 | 13 | -0.4
COc1cc(CN2C(=S)NC(C)(C)CC2(C)O)cc(OC)c1 (stereo unspecified) | 38 | 0.6 | -1 | 5 | 10 | 17 | 5 | 2 | 0.1
O=C(NCc1ccncc1)C1COc2ccccc2O1 (stereo unspecified) | -6 | -0.8 | -1 | 1 | 15 | 12 | 3&16 | -9 | 0.2
COCCCNC(=S)Nc1c(C)cc(C)cc1C | -2 | 4.3 | 0 | -1 | 2 | -20 | 9 | 6 | 0.3
COC(=O)N1CC(=O)N(OC)C1c1ccc(Cl)cc1Cl (stereo unspecified) | -1 | 0.2 | -1 | 2 | 2 | -5 | 8 | -10 | -0.2
CCN(c1ccccc1)S(=O)(=O)c1ccc(Cl)c(NC(=O)COC(=O)c2ccc(O)cc2)c1 | -10 | 1.0 | 4 | -8 | 2 | 47 | 13 | -8 | -0.2
Cc1cc(=O)[nH]c(SCC(=O)Nc2ccc(S(=O)(=O)N3CCOCC3)cc2)n1 | 3 | -0.6 | 0 | 0 | 15 | -13 | 13 | -16 | -0.3
O=C(Nc1ccccc1)O/N=C/c1ccncc1 | 0 | -2.6 | -1 | -10 | 17 | -2 | 0 | 3 | -0.2
C=CCCN(C(CC(C)C)C(=O)OC)S(=O)(=O)c1ccccc1Br (stereo unspecified) | 10 | 0.9 | x | 1 | 9 | 49 | 1 | 12 | -0.3
Cc1ccc(/C=N/NC(=O)C(c2ccncc2)N2CCOCC2)cc1 (stereo unspecified) | -8 | 3.7 | 6 | 2 | 0 | 6 | 3 | -12 | 1.0
CCOC(=O)/C(C#N)=C/c1ccc(N2CCN(Cc3ccccc3)CC2)cc1 | -5 | 2.8 | -3 | 22 | 28 | 6 | 6 | 5 | 0.8
CC1C/C(=C/c2cccs2)C(=O)/C(=C/c2cccs2)C1 (stereo unspecified) | -8 | -0.7 | -2 | 0 | 2 | 30 | 7 | 10 | 1.4
CCCCNC(=O)C1CCCN(S(=O)(=O)c2ccc(S(=O)(=O)NCC(C)C)cc2)C1 (stereo unspecified) | -7 | -0.5 | 1 | 6 | 15 | -20 | 9 | 10 | -0.7
O=c1c2ccc(Cl)cc2[nH]c(=S)n1CCCN1CCOCC1 | -6 | 0.6 | 6 | -11 | 4 | -20 | 9 | -7 | -0.1
C=CCN1C(=O)/C(=C/c2ccsc2)SC1=S | 4 | 1.5 | 0 | 4 | 11 | -11 | 5 | 16 | 7.5
CN1CCN(CC/C=C2/c3ccccc3Sc3ccc(S(=O)(=O)N(C)C)cc32)CC1 | x | x | 3 | x | x | 9&16 | 9&15 | 5 | x
COC(=O)c1ccc(-n2c(C)cc(C(=O)CSc3ccc(NC(C)=O)cc3)c2C)cc1 | -18 | 1.3 | 1 | 8 | 3 | 39 | 8 | -5 | 0.6

Single records, as listed above. Order of values: Tb hexokinase | TNF death inh | Wee1 stabilizer | FXIa inh 1536 | FXIIa inh 1536 | CHOP inh | EP2 antag | PPC-1+TRAIL kill | zVAD death inh
`CCOC(=O)/C(C#N)=C/c1ccc(N2CCN(Cc3ccccc3)CC2)cc1` across the screens: -5 | 2.8 | -3 | 22 | 28 | 6 | 6 | 5 | 0.8
`CC1C/C(=C/c2cccs2)C(=O)/C(=C/c2cccs2)C1` (stereo unspecified) across the screens: -8 | -0.7 | -2 | 0 | 2 | 30 | 7 | 10 | 1.4
`COC(=O)c1ccc(-n2c(C)cc(C(=O)CSc3ccc(NC(C)=O)cc3)c2C)cc1` across the screens: -18 | 1.3 | 1 | 8 | 3 | 39 | 8 | -5 | 0.6

These rows are one share of the data. The share of hits here may be higher or lower than overall.
